Screening results as filed in PubChem BioAssay.
POLB inh: blocks human DNA polymerase beta activity. AID 485314. P06746. Potency, µM (titrated, usually from 114 µM), inactives show at the highest dose activity change, negative = inhibition, hits mostly inhibitors. Pol beta primer extension/strand displacement, fluorescence kinetic. actives 1.3% (n = 340,000); further: on the % scale 0 is the no-effect control and ±100 the full control effect
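Pol beta (10 nM) was preincubated with compound for 15 min at room temperature. The reaction was then started with 50 nM substrate and read immediately and after a further 10 min at room temperature.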
BAZ2B inh: inhibitors of human BAZ2B bromodomain | actives 4.4% (n = 360,000) | Potency, µM (top dose mostly 114 µM), inactives show at the highest dose activity change, negative = inhibition, hits mostly inhibitors | AID 504333 | AlphaScreen BAZ2B-H3K14Ac peptide displacement; further: on the % scale 0 is the no-effect control and ±100 the full control effect; nearly all actives have a fitted effect of over 60% in size
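AlphaScreen displacement of biotin-H3(5-23)K14Ac peptide (50 nM final) from BAZ2B (50 nM final) in PBS pH 7.4, 0.01% Tween-20; complex preformed 30 min RT, then compounds (top 110 uM) 30 min RT, beads 20 min dark.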
BLM inh: blocks DNA unwinding by human BLM helicase; P54132; recombinant BLM DNA unwinding, fluorescence dequenching; Potency, µM (top dose mostly 56.1 µM), inactives show top-dose activity change, negative = inhibition, most hits filed as inhibitors; actives 0.2% (n = 350,000);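 further: plate controls were vehicle for no effect and no enzyme for full effect; nearly all actives have a fitted effect of over 35% in size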
POLH inh: blocks human DNA polymerase eta activity | AID 588591 | Q9Y253 | Potency, µM (highest dose often 114 µM), for the others: at the top dose activity change, negative = inhibition, usual class: inhibitors | actives 1.2% (n = 390,000) | recombinant Pol eta, fluorescent DNA replication assay; further: on the % scale 0 is the no-effect control and ±100 the full control effect
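Pol eta at 10 nM preincubated with compounds 15 min at room temperature; reaction started with fluorescent substrate (50 nM final) and read kinetically at 0 and 10 min.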
G9a block: inhibitors of human histone lysine methyltransferase G9a; actives 8.8% (n = 350,000); G9a H3K9 monomethylation, AlphaScreen, 2 h; AID 504332; Potency, µM (top dose mostly 102 µM), inactives show at the top dose activity, negative = inhibition, most hits filed as inhibitors; Q96KQ7; further: on the % scale 0 is the no-effect control and ±100 the full control effect; nearly all actives have a fitted effect of over 75% in size
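Signal arises when biotinylated H3K9 peptide, once monomethylated, bridges streptavidin donor and antibody-captured acceptor beads. Enzyme at 20 nM was preincubated 15 min with test compounds; peptide 500 nM and SAM 20 uM then reacted for 2 h.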
Apoferritin bind: binds horse apoferritin like a general anesthetic | P02791 | apoferritin/1-aminoanthracene competitive binding, fluorescence | Potency, µM (series often up to 77.5 µM), for the others: top-dose activity change, negative = displacement, usual class: inhibitors | actives 0.074% (n = 350,000) | AID 485281; further: on the % scale 0 is the no-effect control and ±100 the full control effect; nearly all actives have a fitted effect of over 20% in size
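Probe: 1-aminoanthracene (50% saturated, PBS). Protein: horse-spleen apoferritin, 10 uM. Incubation: 10 min, room temperature. Detection: 380 nm excitation, 535 nm emission. Analysis: normalized response, four-parameter Hill.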
Pol kappa inh: inhibitors of human DNA polymerase kappa; purified Pol kappa, fluorescent DNA synthesis assay, 10 min; Potency, µM (series often up to 107 µM), without a hit: top-dose activity, negative = inhibition, most hits filed as inhibitors; actives 0.53% (n = 400,000); further: on the % scale 0 is the no-effect control and ±100 the full control effect
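10 nM Pol kappa was preincubated with compounds for 15 min at room temperature. Reaction started with 50 nM (final) substrate. Fluorescence read kinetically at 0 and 10 min.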
Pol iota inh: inhibitors of human DNA polymerase iota | AID 588590 | Potency, µM (doses to about 115 µM), for inactives: at the highest dose activity, negative = inhibition, hits mostly inhibitors | Q9UNA4 | actives 1% (n = 390,000) | Pol iota fluorescent replication assay, 10 min
Target sequence (Q9UNA4 whole entry, looked up): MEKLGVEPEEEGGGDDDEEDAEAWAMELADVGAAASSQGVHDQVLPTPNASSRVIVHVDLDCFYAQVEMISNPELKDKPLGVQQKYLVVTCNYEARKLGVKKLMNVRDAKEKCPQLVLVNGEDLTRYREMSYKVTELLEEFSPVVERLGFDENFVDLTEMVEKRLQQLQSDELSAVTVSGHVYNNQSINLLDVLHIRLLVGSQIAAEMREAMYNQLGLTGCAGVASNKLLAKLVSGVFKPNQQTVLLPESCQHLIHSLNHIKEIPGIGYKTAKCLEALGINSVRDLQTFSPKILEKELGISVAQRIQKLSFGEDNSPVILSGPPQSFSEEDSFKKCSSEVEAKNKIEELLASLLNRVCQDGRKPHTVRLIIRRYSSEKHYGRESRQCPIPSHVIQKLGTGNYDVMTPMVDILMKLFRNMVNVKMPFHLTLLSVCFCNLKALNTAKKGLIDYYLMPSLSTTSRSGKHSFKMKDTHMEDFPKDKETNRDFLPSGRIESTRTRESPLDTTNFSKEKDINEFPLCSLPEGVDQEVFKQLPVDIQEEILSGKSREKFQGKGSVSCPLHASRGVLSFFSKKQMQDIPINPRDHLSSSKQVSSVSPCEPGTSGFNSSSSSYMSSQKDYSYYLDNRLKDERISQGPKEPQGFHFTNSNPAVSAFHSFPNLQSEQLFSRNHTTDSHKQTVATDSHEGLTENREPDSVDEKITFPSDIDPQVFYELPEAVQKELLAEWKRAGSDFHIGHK
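Pol iota at 10 nM preincubated 15 min with compounds at room temperature; reaction started with fluorescent substrate, 50 nM final. Fluorescence read kinetically at 0 and 10 min; buffer-only wells as negative control.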
APE1 inh: blocks human APE1 abasic DNA cleavage; P27695; recombinant APE1, TAMRA/BHQ-2 abasic DNA cleavage fluorescence; Potency, µM (highest dose often 65.8 µM), inactives show at the highest dose activity change, negative = inhibition, hits mostly inhibitors; actives 0.35% (n = 350,000);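 further: plate controls were vehicle for no effect and reference inhibitor for full effect; nearly all actives have a fitted effect of over 55% in size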
Target sequence (P27695 whole entry, looked up): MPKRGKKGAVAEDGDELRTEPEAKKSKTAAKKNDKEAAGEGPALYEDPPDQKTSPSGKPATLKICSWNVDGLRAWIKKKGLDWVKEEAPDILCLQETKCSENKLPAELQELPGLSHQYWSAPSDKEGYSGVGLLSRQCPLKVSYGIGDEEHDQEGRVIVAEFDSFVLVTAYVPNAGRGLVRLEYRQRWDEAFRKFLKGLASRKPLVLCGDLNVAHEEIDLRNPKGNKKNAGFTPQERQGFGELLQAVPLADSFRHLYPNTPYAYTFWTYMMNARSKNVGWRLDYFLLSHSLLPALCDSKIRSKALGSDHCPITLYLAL
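APE1 at 0.75 nM final was preincubated with compound 15 min at room temperature, then 50 nM double-stranded THF abasic-site substrate (5'-TAMRA/3'-BHQ-2) was added. Fluorescence (ex 525/em 598 nm) was read kinetically; third-minus-first read gave activity.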
Numbers without * were called inactive; u = inconclusive; x = not tested or not shown; & = joins results of further samples; [ ] = dose if it differs, or a comment. The call rests on the fitted dose curve; in most records, active means well fitted curve in the direction sought with a large enough effect; inconclusive means small, poorly fitted or top-dose-only effect, or another doubt; inactive means no such curve, though single readings can be large; an effect the other way counts as inactive or inconclusive. Potency means the concentration at half of the fitted maximal effect. Some of the compounds tested; the hit share may differ from the screen's.

entry | mol | POLB inh | BAZ2B inh | BLM inh | POLH inh | G9a block | Apoferritin bind | Pol kappa inh | Pol iota inh | APE1 inh
1 | Cc1cccc(-n2c(O)c(C=Nc3ccc(Br)cn3)c(=O)[nH]c2=O)c1 | u | 1.0% | -0.9% | -5.1% | x | 35.6%[activator] | -4.4% | 105.5%[activator] | 0.7%
2 | CCOC(=O)COc1ccc2c(c1)c(C(C)=O)c(C)n2Cc1ccccc1 | 0.3% | 1.1% | -11.8% | -5.7% | 8.3% | 4.1% | -23.6% | 108.7%[activator] | -1.9%
3 | C=CCn1c(O)c(C=NCCCn2ccnc2)c(=O)[nH]c1=O | 0.316µM* | -11.4% | 0.5% | -6.9% | x | 13.9% | -2.7% | 35.8%[activator] | 5.4%
4 | CCOC(=O)N1CCN(C(=O)C(CC(C)C)NS(=O)(=O)c2ccc3c(c2)oc(=O)n3C)CC1 (configuration not stated) | u | 2.5% | -1.8% | -6.6% | 18.2%[12.7 µM] | -12.2% | -10.0% | 6.4% | -1.8%
5 | Nc1nc(SCc2ccc(Cl)cc2Cl)n[nH]1 | 0.2% | 2.8% | 0.9% | -11.5% | -9.9%[12.7 µM] | u | -5.1% | 0.8% | -1.7%
6 | CCOc1ccc(CC(=O)NCCc2csc3nc(-c4ccccc4F)nn23)cc1 | -7.7% | 8.5% | -5.9% | u | 34.6%[59 µM] | 36.2%[activator] | -9.4%[60.1 µM] | -7.3% | x
7 | CCCCCC[C@H]1C(=O)O[C@H](C)[C@H](NC(=O)c2cccc(NC=O)c2O)C(=O)O[C@@H](C)[C@H]1OC(=O)CC(C)C | x | x | -9.8%[21.4 µM] | x | 1.5%[21.5 µM] | -14.6%[29.3 µM] | -2.3%[12 µM] | x | -0.1%[21 µM]
8 | CN(C)S(=O)(=O)c1cc(NC(=O)C[N+]23CCN(CC2)CC3)ccc1Cl | 27.7% | 7.2% | -8.2% | -11.5% | -3.2%[59 µM] | 2.5% | -3.7% | 8.1% | u
9 | S=P(NC1CCCCC1)(N1CC1)N1CC1 | 33.9% | 4.2% | 1.4% | -0.4% | u | -9.1% | -1.4% | -29.8% | -2.2%
10 | O=C(Oc1ccc(C(=S)N2CCOCC2)cc1)c1ccc([N+](=O)[O-])cc1[N+](=O)[O-] | 25.8% | -1.3% | -5.9% | -10.0% | 44.7µM* | -2.9% | -0.8% | 1.5% | -6.8%
11 | CCCSP(=S)(OCC)Oc1ccc(Cl)cc1Cl (configuration not stated) | x | x | -2.1% | x | x | -4.2% | 11.1%[60.1 µM] | x | -11.2%
12 | COc1ccc(OC)c(CNCCc2ccc(OC)c(OC)c2)c1 | 28.7% | u | 4.1% | -6.7% | x | -7.6% | -14.0% | 9.8% | 2.4%
13 | O=C(COc1cccc(Cl)c1)N1CCN(CCc2ccncc2)CC1 | 10.6% | -5.2% | -1.3% | 3.2% | 3.7%[59 µM] | -2.3% | -6.0% | 5.1% | x
14 | Cc1cccc(-n2c(O)c(/C=N/N3CCOCC3)c(=O)[nH]c2=S)c1 | 0.7% | u | 2.6% | -20.7% | 22.4µM* | 2.1% | -10.1% | 16.9% | 1.5%
15 | COCCOCCn1c(CCCO)nc2ccccc21 | 0.0% | 7.5% | 2.6% | -24.4% | -0.2%[59 µM] | -6.8% | -4.3% | 24.6% | 0.8%
16 | O=c1cc(Nc2cccc(Br)c2)[nH]c(=O)[nH]1 | 2.4% | -6.5% | -11.6% | -6.2% | 2.1% | -2.3% | -1.0% | 74.2%[activator] | 0.5%
17 | O=C(Cc1ccccc1)N1CCN(Cc2ccc(F)cc2)CC1 | -7.8% | 79.4µM* | 5.3% | -20.2% | x | -5.9% | -0.4% | 16.2% | -0.3%
18 | CCNC(=S)N(C)CCc1cc2c(c(OC)c1C=C1C(=O)N(C)C(=O)N(C)C1=O)OCO2 | -1.4% | -25.4% | 0.2% | 4.0% | u | 1.9% | -0.6% | 11.4% | 2.6%
19 | CC(=O)[C@H]1CCC2C3CC[C@H]4C[C@H](O)CC[C@]4(C)C3CC[C@@]21C (some centres not stated) | -1.3%[57.1 µM] | x | x | u | -5.3%[59 µM] | x | -0.4%[60.1 µM] | u | -2.1%
20 | CCP(=S)(CC)c1ccc(N(C)C)cc1 | 2.0% | -13.1% | 0.2% | 10.5% | -30.7% | u | -2.3% | 32.9%[activator] | -2.0%
21 | COC(=O)C1=C(c2ccc(F)cc2OCc2ccccc2)C[C@@H]2CC[C@H]1N2C(=O)NCc1ccc(C)cc1 | x | 7.1% | x | -17.5% | -5.7%[2.33 µM] | x | -24.6% | -24.4% | -5.6%
22 | CCOP(=O)(OCC)C(NC(=O)c1cccc([N+](=O)[O-])c1)C(Cl)(Cl)Cl (configuration not stated) | 44.2% | -1.4% | -3.8% | -14.9% | 4.6% | -4.4% | -7.0% | 140.4%[activator] | -9.1%
23 | Cc1cc(OCC(=O)Nc2cc(C)nn2-c2ccccn2)c2c3c(c(=O)oc2c1)CCC3 | 40.7% | -2.6% | -0.6% | x | u | -13.2% | x | x | -1.4%
24 | COc1cc2c(cc1OC)[C@@H]1C(=O)c3ccc4c(c3OC1CO2)CC(C(C)C)O4 (some centres not stated) | x | x | -13.5% | x | x | u | -3.8%[60.1 µM] | x | -5.1%
25 | CO[C@H]1C=C2CCN(C)[C@@H]2[C@@H]2c3cc4c(cc3C(=O)O[C@H]21)OCO4 | x | x | 4.7%[21.4 µM] | x | 1.9%[21.5 µM] | 5.6%[29.3 µM] | -12.6%[12 µM] | x | u
26 | CN1CCN(C(=O)COc2ccc(S(=O)(=O)Nc3ccc(F)cc3)cc2)CC1 | 8.7% | 0.9% | -6.9% | -5.9% | 2.6%[12.7 µM] | -2.8% | 0.5% | 53.0%[activator] | 24.7%
27 | COc1ccc(S(=O)(=O)NCCc2sc3nc(-c4ccc(C)cc4)nn3c2C)cc1F | 2.4% | 2.2% | -3.8% | -10.6% | 2.3%[59 µM] | u | 3.3%[60.1 µM] | 2.3% | x
28 | CN1C(=O)C(=Cc2ccccc2Oc2ccc(Cl)c(F)c2)C(=O)N(C)C1=O | 19.0% | 18.6% | -6.4% | u | -20.8% | u | -16.7% | -3.7% | -3.3%
29 | Cc1ccc(-n2nnnc2SCC(=O)Nc2sc(C)c(C)c2C#N)cc1C | 2.3% | 7.4% | 0.8% | -12.4% | -34.0%[59 µM] | 2.9% | 3.2% | 28.0% | 0.7%
30 | CN(C)C(=Nc1ccccc1)P(=S)(N(C)C)N(C)C | -12.0% | 10.8% | 0.5% | -21.7% | -2.1% | -12.4% | 1.8% | 107.3%[activator] | 12.5%
31 | Nc1ncc2[nH]cnc2n1 | x | -3.8%&-34.2% | x | -18.7%&-1.6% | 7.6%&-32.4%&32.1%[59 µM] | 1.2% | -3.5% | u | 17.9%&24.1%&0.8%
32 | O=C(Cc1ccccc1)OCc1ccccc1 | x | 155.0%[activator] | x | -10.4% | 9.1%[0.501 µM] | x | 0.0% | 6.3% | 4.1%&2.9%
33 | O=C(CCS(=O)(=O)c1ccc(Br)cc1)N1CCC2(CC1)OCCO2 | -0.5% | -4.2% | -0.7% | -10.3% | -7.4%[12.7 µM] | -9.6% | -19.0% | 0.6% | 4.1%
34 | CC(C)CC(NC(=O)C1CCCCC1)C(=O)N1CCC2(CC1)OCCO2 (configuration not stated) | 23.5% | 7.8% | -0.7% | -0.9% | -10.5%[59 µM] | -6.7% | 0.0% | 7.7% | 0.9%
35 | C[N+]1([O-])[C@@H]2CC(OC(=O)[C@H](CO)c3ccccc3)C[C@H]1[C@@H]1O[C@@H]12 (some centres not stated) | x | -4.6% | x | -18.0% | u | x | 0.0% | 14.2% | 9.4%
36 | O=C(Cn1c(=S)[nH]c2ccccc2c1=O)N1CCC2(CC1)OCCO2 | 11.7% | 4.3% | -1.1% | -6.4% | 6.3% | -12.1% | -1.9% | 2.7% | -1.2%

Some values from the list.
cpd 25 in Pol kappa inh is entered as -12.6%[12 µM]
cpd 27 in BLM inh is entered as -3.8%
cpd 30 in POLB inh is entered as -12.0%

(continued)
entry | mol | POLB inh | BAZ2B inh | BLM inh | POLH inh | G9a block | Apoferritin bind | Pol kappa inh | Pol iota inh | APE1 inh
37 | CNc1ccc2nc3ccccc3[n+](C)c2c1 | 28.2µM* | 35.5µM* | 17.8µM* | 50.1µM* | -33.3%[2.33 µM] | 4.9% | 20µM* | 35.5µM* | 21.2µM*
38 | C#C[C@]1(O)CC[C@H]2[C@@H]3CCC4=CC(=O)CC[C@]4(C)[C@H]3CC[C@@]21C | 27.5% | -9.3% | -1.6% | 0.4% | u | -0.8% | 10.6% | 7.2% | 24.6%&-3.4%&-0.3%
39 | O=C(N/N=C\C1C(=O)NC(=S)N(c2ccccc2)C1=O)c1ccc(O)cc1 (configuration not stated) | -1.7% | 25.1µM* | -10.2% | 0.8% | 8.91µM* | -15.5% | -15.2% | 35.1%[activator] | -1.5%
40 | COc1ccc(CN2CCN(C(=O)Cc3ccccc3)CC2)cc1Br | 27.3% | u | 0.7% | -15.2% | x | -16.1% | 9.1% | 16.1% | -6.0%
41 | Cc1ccc2[nH]c(C)c(CCNCc3cccnc3)c2c1 | 26.3% | u | -1.7% | 0.3% | 50.1µM* | 5.4% | -18.3% | -5.7% | 56.8%[activator]
42 | CC(=O)OC1N=C(c2ccccc2Cl)c2cc(Br)ccc2N(C)C1=O (configuration not stated) | 8.9% | -5.8% | -4.1% | -1.4% | -10.9% | 3.8% | -16.0% | 7.5% | -0.1%
43 | CN1CCc2cc3c(cc2[C@H]1[C@@H]1OC(=O)c2c1ccc1c2OCO1)OCO3 | x | 6.4% | x | -21.9% | u | x | -20.9% | 8.7% | 2.0%

Grouped by structure: the entries above with a nitro group on carbon (two)
entry | mol | POLB inh | BAZ2B inh | BLM inh | POLH inh | G9a block | Apoferritin bind | Pol kappa inh | Pol iota inh | APE1 inh
10 | O=C(Oc1ccc(C(=S)N2CCOCC2)cc1)c1ccc([N+](=O)[O-])cc1[N+](=O)[O-] | 25.8% | -1.3% | -5.9% | -10.0% | 44.7µM* | -2.9% | -0.8% | 1.5% | -6.8%
22 | CCOP(=O)(OCC)C(NC(=O)c1cccc([N+](=O)[O-])c1)C(Cl)(Cl)Cl (configuration not stated) | 44.2% | -1.4% | -3.8% | -14.9% | 4.6% | -4.4% | -7.0% | 140.4%[activator] | -9.1%
